Source: PubChem BioAssay (several laboratories)
Yeast superoxide = reduction of superoxide in aged yeast, primary screen, HTS. S. cerevisiae aged cells, superoxide DHE fluorescence; stronger effect = lower value. superoxide response (% of plate mean), % at 10 µM. actives 0.18% (n = 330,000). AID 2690, 2010;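 active means superoxide response under a set limit, about three screen SD below normal, cut at about 65% in these data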;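 further: yeast aged for seven days with compound at 30 °C before DHE staining; 100% = average MFI of all compound-treated wells on the plate with controls excluded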
GLD-1 TGE inh = GLD-1/TGE RNA complex disruptors, primary screen, biochemical, fluorescence polarization | Female germline-specific tumor suppressor gld-1 (Caenorhabditis elegans), Q17339 | purified GLD-1 + fluorescein TGE RNA | AID 2280, 2010 | actives 0.44% (n = 320,000) | inhibition, % at 5.96 µM;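 active means percent inhibition above a per-plate cutoff, the plate mean of test compounds plus 3 SD, cut at about 30% in these data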;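 further: 0% = DMSO wells with GLD-1 and probe and 100% = wells lacking GLD-1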
Target sequence (Q17339 whole entry, looked up): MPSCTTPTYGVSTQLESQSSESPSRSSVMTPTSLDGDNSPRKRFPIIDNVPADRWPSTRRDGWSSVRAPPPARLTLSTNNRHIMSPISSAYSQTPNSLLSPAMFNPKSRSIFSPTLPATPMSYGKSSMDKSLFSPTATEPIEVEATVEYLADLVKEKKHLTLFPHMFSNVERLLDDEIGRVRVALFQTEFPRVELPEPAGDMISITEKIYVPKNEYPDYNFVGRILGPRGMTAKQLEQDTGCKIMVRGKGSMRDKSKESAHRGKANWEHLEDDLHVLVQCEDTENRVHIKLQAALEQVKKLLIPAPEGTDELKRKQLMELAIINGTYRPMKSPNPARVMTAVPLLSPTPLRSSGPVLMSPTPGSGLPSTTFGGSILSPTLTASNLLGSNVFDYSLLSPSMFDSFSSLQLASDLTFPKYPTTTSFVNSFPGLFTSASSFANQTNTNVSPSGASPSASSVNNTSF
Efflux pump inh = inhibitors of Candida efflux pumps in yeast, primary screen, S. cerevisiae, Nile Red, multiplex | S. cerevisiae Candida pump triplex | inhibition, % at 10 µM | actives 0.44% (n = 330,000) | AID 485275, 2010;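 active means plate passing quality check with inhibition over a set limit, or well fluorescence over plate mean plus 4 SD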;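 further: Nile Red retained in pooled yeast measured as flow cytometry median fluorescence; 0% = buffer negative control and 100% = Enniatin B positive control; higher means more Nile Red kept so more efflux inhibition; some compounds called inactive have numbers as strong as hits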
ZTA DNA inh = blocks Epstein-Barr virus ZTA, an EBNA-1 counter-screen. AID 2234. P03206. ZTA-DNA binding, fluorescence polarization. inhibition, % at 11 µM. actives 0.15% (n = 320,000); in the data active means inhibition above about 33%
Target sequence (P03206 whole entry, looked up): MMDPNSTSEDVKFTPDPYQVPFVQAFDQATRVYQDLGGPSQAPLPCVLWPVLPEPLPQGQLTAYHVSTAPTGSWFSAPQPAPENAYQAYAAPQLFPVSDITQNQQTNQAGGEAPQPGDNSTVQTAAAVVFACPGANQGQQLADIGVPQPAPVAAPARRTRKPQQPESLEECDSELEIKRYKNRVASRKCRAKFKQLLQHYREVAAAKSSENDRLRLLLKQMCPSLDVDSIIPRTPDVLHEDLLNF
BCLXL inh = inhibitors of human Bcl-xL, primary screen, biochemical, fluorescence polarization, HTS | inhibition, % at 10.9 µM | GST-Bcl-xL / FITC-Bim BH3 peptide fluorescence polarization | Bcl-2-like protein 1 (Homo sapiens), Q07817 | actives 0.7% (n = 320,000) | AID 2129, 2009;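 active means inhibition above the mean of all tested compounds plus 3 SD, cutoff set per campaign, cut at about 30% in these data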;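 further: 0% = DMSO wells and 100% = unlabeled Bim-BH3 peptide competitor; inhibitors lower millipolarization by displacing the labeled peptide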
EBNA-1 inhibitor = EBNA-1 DNA-binding inhibitors, primary screen, biochemical, fluorescence polarization; inhibition, % at 14.8 µM; actives 0.34% (n = 300,000); in the data active means inhibition above about 28%
MEX-5 binding = MEX-5 zinc finger RNA-binding disruptors – biochemical, C. elegans, fluorescence polarization, MLPCN library, primary screen. Zinc finger protein mex-5 (Caenorhabditis elegans), Q9XUB2. MEX-5/FITC-TCR2 RNA binding; stronger effect = lower value. activity score (negative = inhibition of binding), % at 10 µM. actives 0.38% (n = 300,000);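 active means inhibition past about -25% in most replicates, and total fluorescence under double the plate's negative control median, limit read from the data; inconclusive means replicates evenly split on the limit, or fluorescence at least double controls; inactive means too little inhibition in most replicates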;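 further: 0% = DMSO and -100% = 5 µM competing unlabeled TCR2 RNA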
Fam108B counter = mouse Fam108B serine hydrolase inhibitors, primary screen, counter-screen for RBBP9 inhibitor project, biochemical, fluorescence polarization; AID 1947, 2009; recombinant Fam108B, FP-Rh probe fluorescence polarization; actives 0.33% (n = 300,000); inhibition, % at 9.51 µM;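 active means inhibition above the screen mean inhibition plus 3 SD, computed separately per campaign, cut at about 18% in these data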;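 further: inhibitors lower polarization as less probe binds the enzyme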
MCL1-BIM inh = inhibitors of MCL1 binding to BIM-BH3, primary screen, biochemical, fluorescence polarization | GST-MCL1 / FITC-Bim-BH3 fluorescence polarization | AID 2057, 2009 | actives 0.68% (n = 320,000) | inhibition, % at 10.9 µM;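 active means inhibition above the mean inhibition of all tested compounds plus 3 SD, set per campaign, cut at about 40% in these data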;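 further: 0% = DMSO wells and 100% = unlabeled Bim-BH3 peptide control; higher means more loss of mP so more displacement of Bim peptide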
Target sequence (Q07820 whole entry, looked up): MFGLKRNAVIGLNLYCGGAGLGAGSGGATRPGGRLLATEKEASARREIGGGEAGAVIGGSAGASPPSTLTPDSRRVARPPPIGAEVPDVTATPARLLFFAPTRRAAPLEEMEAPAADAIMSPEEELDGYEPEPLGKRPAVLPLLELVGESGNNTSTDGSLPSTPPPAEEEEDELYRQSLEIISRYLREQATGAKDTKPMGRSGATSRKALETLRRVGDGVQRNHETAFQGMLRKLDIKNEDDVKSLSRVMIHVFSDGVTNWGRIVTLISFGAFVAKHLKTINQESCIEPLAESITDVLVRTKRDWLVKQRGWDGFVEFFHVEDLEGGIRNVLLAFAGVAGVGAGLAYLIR
Numbers without * were called inactive; ? = inconclusive; / = not tested or not shown; & = joins results of further samples. A portion of the library (hit frequency here may not be typical).

SMILES	Yeast superoxide	GLD-1 TGE inh	Efflux pump inh	ZTA DNA inh	BCLXL inh	EBNA-1 inhibitor	MEX-5 binding	Fam108B counter	MCL1-BIM inh
CCCCn1c(=O)c(C(=O)NCCc2ccccc2)c(O)c2ccccc21	102.2	-6.2	-0.2	-2.0	-1.1	9.7	2.0	1.2	4.0
CCOP(=O)(OCC)C(NC(=O)CN1C(=O)c2ccccc2S1(=O)=O)C(Cl)(Cl)Cl (configuration not stated)	87.7	-4.3	-0.1	6.7	2.2	-3.9	-2.1	4.2	3.5
COc1ccc2c(c1)[nH]c1c(C)nccc12	106.3	4.6	0.0	-1.0	5.2	2.0	/	1.1	6.4
Cc1ccc(CC(=O)N2CCN(C)CC2)cc1	100.5	4.5	-0.2	-3.2	4.8	-5.3	-4.4	0.2	-2.4
COC(=O)C1=C(c2ccc(S(C)(=O)=O)cc2)C[C@@H]2CC[C@H]1N2C(=O)NCc1ccccc1	104.1	-2.6	-0.2	-5.0	3.4	0.5	0.1	-2.9	4.7
CCOP(=O)(OCC)C(O)c1ccc(Br)cc1 (configuration not stated)	95.7	1.9	0.0	4.7	5.6	7.9	2.4	0.8	-5.9
Cn1cc(C(=O)NC2CC2)c2ccccc21	99.6	4.7	0.0	-1.0	-0.4	-1.4	0.5	4.5	1.7
CC(C)OP(=O)(O)NC(=O)c1ccccc1	99.5	-6.3	0.5	-5.1	3.4	-2.0	1.9	-1.0	3.9
O=C(COc1ccc(Br)cc1)N1CCN(Cc2c[nH]c3ccccc23)CC1	101.9	5.2	0.7	-1.0	3.9	-11.6	-2.2	1.0	6.3
c1ccc(C2CC2)c(OCC2=NCCN2)c1	119.9	-0.5	0.0	7.8	4.8	-2.1	/	-2.2	6.5
CON(C)C(=O)Nc1ccc(Cl)cc1	100.7	0.1	0.1	5.9	-5.7	-6.6	-0.6	0.7	1.5
COC(=O)C1=C(c2ccccc2OCc2ccccc2)C[C@@H]2CC[C@H]1N2C(=O)NCc1ccccc1	80.1	3.8	-0.1	-17.7	-3.5	/	/	/	-2.7
O=C(CN1CCCC1=O)N1CCOCC1	98.1	3.7	-0.1	-16.5	3.1	-9.9	-3.5	-4.1	5.7
C#C[C@]1(O)CCC2C3CCC4=C/C(=N/OCC(=O)NC(C)C(=O)NC(CCSC)C(=O)O)CC[C@]4(C)C3CC[C@@]21C (some centres not stated)	76.6	-35.3	0.9	-1.8	7.3	8.1	2.5	1.7	9.5
CN1CCN(c2nccc3c2ncn3C)CC1	98.1	7.6	0.0	5.0	7.9	8.5	1.9	2.3	6.6
CC(=NCc1ccc2c(c1)OCO2)c1c(O)n(C)c(=O)n(C)c1=O	100.4	9.6	-0.1	0.8	4.8	-6.9	-1.4	0.7	3.7
N=C1c2ccccc2CN1NC(=O)C1CC1	96.5	3.6	0.1	-2.8	4.6	3.8	-0.3	-0.3	3.1
CC(=O)OC1N=C(c2ccccc2)c2cc(C)ccc2NC1=O (configuration not stated)	81.1	-0.4	-0.4	9.7	4.0	11.7	-4.0	-3.5	0.8
CCOP(=O)(C(NC(=O)c1ccccc1Cl)=C(Cl)Cl)c1ccccc1 (configuration not stated)	97.3	3.0	-0.1	9.9	3.0	11.4	3.2	3.5	2.9
C[C@H](O)[C@H]1CC[C@H]2[C@@H]3CCC4=CC(=O)CC[C@]4(C)[C@H]3CC[C@]12C	83.8	3.2	0.0	-1.5	4.2	-2.9	-0.1	-7.0	-0.2
CCC1(CCc2ccncc2)C(=O)NC(=O)NC1=O	101.9	-0.2	-0.1	-3.6	3.7	6.2	1.5	0.6	0.8
CC12CCC3C(CC=C4CC5(CCC43C)OCCO5)C1CCC2=O (configuration not stated)	94.5	-1.4	0.1	11.5	1.9	3.0	1.0	-3.3	-2.7
Cc1cnn(C2CCN(C)CC2)c1N	94.5	3.1	0.0	3.0	3.9	9.6	-1.4	-1.5	5.2
Cn1c(O)c(C=NCCN2CCNCC2)c(=O)[nH]c1=O	90.9	-2.0	0.1	1.0	-2.0	-0.4	0.9	0.1	6.0
Nc1cc(Cl)cc(Cl)c1	83.8	-2.9	0.1	4.3	0.0	/	/	/	-3.2

Carrying on.
SMILES	Yeast superoxide	GLD-1 TGE inh	Efflux pump inh	ZTA DNA inh	BCLXL inh	EBNA-1 inhibitor	MEX-5 binding	Fam108B counter	MCL1-BIM inh
CCOC(=O)c1c(C)n(Cc2ccc3c(c2)OCO3)c2ccc(O)cc12	115.8	4.3	-0.1	6.8	6.5	0.7	-1.9	3.6	1.9
CSc1nc2ccccc2c(=O)n1-c1cccnc1	103.6	0.8	0.0	-0.9	3.2	6.7	-2.5	3.7	4.7
Nc1c([N+](=O)[O-])cc(F)c(N2CCNCC2)c1Br	92.7	-5.9	-0.3	2.2	-18.4	4.7	2.6	1.2	-22.7
COC(=O)[C@H]1C[C@@H]1[C@H](NP(=O)(c1ccccc1)c1ccccc1)c1ccccc1	109.2	-8.3	0.1	-7.1	-6.2	12.2	-3.3	-2.2	-9.9
C1CCCN(C2CCNCC2)CC1	98.5	-3.0	-0.2	12.3	-3.1	1.3	1.2	-1.0	1.1
COc1cccc(C(=O)N2CCC3(CC2)OCCO3)c1	88.5	-5.7	0.2	-6.2	-3.1	-9.0	3.5	-2.0	4.6
NC(=O)C1CCN(/C=C2\C(=O)NC(=O)N(Cc3ccco3)C2=O)CC1	98.8	-12.3	0.0	15.1	-0.3	8.1	4.4	-4.5	-0.3
COc1cccc(C(=O)C2CCCN(Cc3cccc(C)n3)C2)c1 (configuration not stated)	80.2	5.0	0.2	-16.5	-5.4	0.5	-0.5	3.3	-1.3
O=C(c1ccc(N2CC3CC(C2)c2cccc(=O)n2C3)c([N+](=O)[O-])c1)N1CCCCC1 (configuration not stated)	120.8	3.8	0.2	16.7	3.7	-5.6	-2.3	3.7	1.0
Cn1c(O)c(C=NCCCCCCCCCCC(=O)O)c(=O)n(C)c1=O	100.3	-0.9	0.1	22.2	4.8	13.8	-3.4	-0.9	3.1
O=c1ccc2cc(O[C@@H]3O[C@@H](CO)[C@H](O)[C@@H](O)[C@@H]3O)c(O)cc2o1	105.5	1.2	-0.1	-4.4	7.3	-10.1	-2.2	1.3	5.3
CCC(C)n1c(O)c(C=NCc2cccnc2)c(=O)[nH]c1=S (configuration not stated)	113.1	5.5	0.0	21.6	-3.1	2.0	0.1	0.0	2.5
CP(=O)(O)CN1CCCCC1	108.7	8.9	0.0	13.4	4.2	7.6	-0.3	0.4	4.2
O=C1NC(=O)N(Cc2ccccc2)C(=O)/C1=C\c1ccco1	91.8	-31.5	0.1	9.2	-13.1	-2.8	-30.2*	3.0	-2.5
Nc1ccc2c(c1)oc1ccccc12	93.9	5.0	0.3	9.2	3.7	10.4	1.3	4.2	6.4
Cc1cc(Br)ccc1N1C(=O)CC(=O)NC1=O	101.1	-16.0	-0.2	1.0	-16.9	3.9	3.2	-0.6	-27.0
COc1cc(CN2CCCC(C(=O)c3sccc3C)C2)cc(Cl)c1O (configuration not stated)	95.9	-1.6	0.0	14.6	8.4	-1.1	-4.6	0.1	7.6
CCCC[N+]1(C)[C@@H]2CC(OC(=O)[C@H](CO)c3ccccc3)C[C@H]1[C@@H]1O[C@@H]12 (some centres not stated)	102.8	-1.2	0.1	20.0	10.3	0.2	2.8	2.2	13.3
O=c1[nH]c(O)c(/C=C2\C=NN=C2c2ccccc2)c(=O)[nH]1	82.2	4.0	0.1	-5.0	6.0	10.8	-1.3	0.6	-6.6
N#Cc1c(/N=C/C2C(=O)NC(=S)NC2=O)sc2c1CCCC2	99.2	-1.0	0.0	-16.4	6.6	-5.6	-2.3	-4.4	5.3
c1cncc(C2CCCN2)c1 (configuration not stated)	100.1	-1.9	-0.2	7.4	0.7	1.8	1.0	-0.4	6.4
O=c1[nH]c(=O)n(Cc2ccccc2)c(O)c1/C=C1\C=Nc2ccccc21	110.2	-38.6	0.7	5.3	-27.1	-15.0	?	0.7	-47.0
CCN(CC)S(=O)(=O)N1CCC(C(=O)N2CCC3(CC2)OCCO3)CC1	91.6	-3.5	-0.1	-0.4	5.2	-4.0	-0.1	1.8	4.2
O=C(O)c1ccc(N=Cc2c(O)n(Cc3ccc(F)cc3)c(=O)[nH]c2=O)cc1	113.0	-7.5	0.0	-1.1	-22.3	3.1	1.8	-0.5	-14.9
CCn1ccnc1CN1CCCC(C(=O)c2cc(C)c(OC)c(C)c2)C1 (configuration not stated)	94.8	-4.7	0.0	-4.6	0.8	10.0	3.6	-1.9	4.9

Single records, from the list above. Values in the order: Yeast superoxide | GLD-1 TGE inh | Efflux pump inh | ZTA DNA inh | BCLXL inh | EBNA-1 inhibitor | MEX-5 binding | Fam108B counter | MCL1-BIM inh
COc1cccc(C(=O)N2CCC3(CC2)OCCO3)c1 reads 88.5 | -5.7 | 0.2 | -6.2 | -3.1 | -9.0 | 3.5 | -2.0 | 4.6
COc1cccc(C(=O)C2CCCN(Cc3cccc(C)n3)C2)c1 (configuration not stated) reads 80.2 | 5.0 | 0.2 | -16.5 | -5.4 | 0.5 | -0.5 | 3.3 | -1.3

Continuation.
SMILES	Yeast superoxide	GLD-1 TGE inh	Efflux pump inh	ZTA DNA inh	BCLXL inh	EBNA-1 inhibitor	MEX-5 binding	Fam108B counter	MCL1-BIM inh
CC(=O)Nc1ccccc1C(=O)OCc1ccc(C(=O)c2ccccc2)cc1	92.1	6.1	0.1	4.9	0.7	5.9	0.9	-2.8	-2.0
Cc1cc(O)c2c(c1)C(=O)C13C(=C2O)C(=O)[C@H]2[C@@H](O)[C@@H]1[C@H]1[C@H](O)[C@@H]3C(=O)C3=C(O)c4c(O)cc(C)cc4C(=O)C312 (some centres not stated)	132.7	5.2	0.2	-19.9	3.5	-12.5	/	3.1	9.6
CC(C)(C)P(=O)(c1ccncc1)N1CCCC1 (configuration not stated)	98.0	0.4	0.1	-8.5	1.3	-11.6	-2.6	-0.5	5.2
O=C1NC(=S)N(c2ccccc2)C(=O)C1C(c1ccncc1)C1C(=O)NC(=S)N(c2ccccc2)C1=O (configuration not stated)	92.0	2.4	0.1	1.8	-0.3	-6.9	-0.6	-0.3	-1.9
N=C1c2ccccc2CN1c1cccc([N+](=O)[O-])c1	111.6	4.1	-0.1	2.6	7.7	-1.9	0.3	6.6	5.5
Cc1cc(C(=O)CN2CCCC2)c(C)n1-c1ccc(F)cc1	107.5	3.0	-0.1	2.7	1.7	-2.1	0.6	-5.0	-4.8
O=C(c1cc(-c2ccncc2)nc2ccccc12)N1CCC2(CC1)OCCO2	100.5	3.4	-0.1	9.7	-1.8	7.0	-1.9	1.6	-3.0
O=[N+]([O-])/C=C1\NCCN1Cc1ccc(Cl)nc1	91.1&78.1	11.5&2.6	0.1&0.0	-5.2&18.8	7.1&1.1	-1.1&3.2	1.3&0.4	4.1&-5.4	1.0&2.9
COc1ccc(N2C(=O)NC(=O)/C(=C\c3ccc([N+](=O)[O-])s3)C2=O)cc1	93.7	-4.0	-0.3	12.6	21.1	4.8	-23.6	16.4	41.0*
Cc1ccccc1-n1c(C)nc2sccc2c1=O	84.6	3.5	0.0	-12.2	5.1	-4.7	-4.0	2.0	-3.8
